STEP block – inhibitors of human striatal-enriched phosphatase STEP; inhibition, % at 20 µM; actives 0.25% (n = 360,000); P54829; recombinant STEP, OMFP fluorogenic substrate, fluorescence;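 active means inhibition at 20 µM, scaled per plate between control wells, above about 37%, limit read from the data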;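 further: 0% = DMSO with enzyme and substrate and 100% = substrate only without enzyme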
Target sequence (P54829 whole entry, looked up): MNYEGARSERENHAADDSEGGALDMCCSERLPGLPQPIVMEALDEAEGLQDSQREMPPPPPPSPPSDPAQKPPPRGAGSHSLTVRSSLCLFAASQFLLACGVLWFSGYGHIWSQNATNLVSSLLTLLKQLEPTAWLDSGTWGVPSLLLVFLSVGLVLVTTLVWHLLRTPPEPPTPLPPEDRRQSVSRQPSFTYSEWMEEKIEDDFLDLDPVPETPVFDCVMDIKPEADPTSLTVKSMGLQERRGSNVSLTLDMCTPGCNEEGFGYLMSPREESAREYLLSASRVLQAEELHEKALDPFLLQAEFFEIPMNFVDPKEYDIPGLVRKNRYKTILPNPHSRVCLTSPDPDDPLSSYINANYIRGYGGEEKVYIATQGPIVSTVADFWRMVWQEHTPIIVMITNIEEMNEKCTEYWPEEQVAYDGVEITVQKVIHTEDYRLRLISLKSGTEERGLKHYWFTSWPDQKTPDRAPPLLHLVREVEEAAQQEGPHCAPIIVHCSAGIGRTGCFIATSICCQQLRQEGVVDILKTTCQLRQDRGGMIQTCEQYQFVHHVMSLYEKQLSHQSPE
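Material: STEP (striatal-enriched tyrosine phosphatase) enzyme, cell-free | Medium: 50 mM Bis-Tris pH 6.0 with 2.5 mM DTT and 0.005% Tween 20 | Read-out: Percent inhibition scaled to no-enzyme and uninhibited-enzyme controls, plate-pattern corrected | Signal: Fluorescence read at 480 nm ex / 540 nm em | Times: 20 min reaction, room temperature, in the dark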
DNMT1 inh – blocks human DNA methyltransferase DNMT1; P26358; DNMT1 molecular beacon, Hinp1I cleavage, fluorescence; inhibition (reported as % activation of signal), % at 10 µM; actives 0.83% (n = 360,000); AID 588458; in the data active means inhibition above about 50%
LMPTP inh – blocks human LMPTP phosphatase | recombinant LMPTP-A, OMFP fluorogenic substrate, fluorescence intensity | AID 651560 | actives 0.22% (n = 360,000) | inhibition, % at 20 µM;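 active means compounds that cut the enzyme signal by at least half of the control window in the single-dose screen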;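 further: plate controls were DMSO wells with enzyme plus substrate for no effect and substrate without enzyme for full effect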
Target sequence (P24666 whole entry, looked up): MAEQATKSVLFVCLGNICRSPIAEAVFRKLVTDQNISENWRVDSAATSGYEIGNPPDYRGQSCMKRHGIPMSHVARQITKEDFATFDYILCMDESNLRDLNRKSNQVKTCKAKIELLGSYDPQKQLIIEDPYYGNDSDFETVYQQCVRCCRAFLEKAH
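Test system – LMPTP-A enzyme · Amount – LMPTP-A at 0.625 nM final in the reaction · Buffer or medium – Bis-Tris pH 6.0, DTT, detergent · Reagent – OMFP 400 µM · Doses – single 20 µM dose · Schedule – reaction 50 min, room temperature, dark · Detection – fluorescence intensity of OMFP turnover product · Evaluation – percent inhibition versus substrate-only and uninhibited controls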
CSN inh – inhibitors of human CSN-mediated cullin deneddylation | inhibition, % at 12.5 µM | Q92905 | actives 0.38% (n = 360,000) | Purified CSN, SCF-Nedd8-OG deneddylation, fluorescence polarization;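 active means pattern-corrected inhibition above about 35%, with an unprinted fluorescence ratio check between 0.5 and 1.5, limit read from the data, passing the limit was not always enough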;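 further: 0% = enzyme with substrate and 100% = substrate without enzyme; some results filed as inactive read as strong as hits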
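assay system = purified human Csn5 enzyme expressed in HEK293T cells | amount = 0.24 nM enzyme | buffer or medium = Tris/NaCl/DTT buffer, pH 7.5 | reagent = 10 nM SCFSkp2-Nedd8OG | compound = one concentration, 12.5 µM, 0.25% DMSO | times = 90 min reaction at room temperature | signal = FP | read-out basis = % inhibition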
TbMetRS inhib – blocks T. brucei methionyl-tRNA synthetase activity. actives 0.4% (n = 360,000). inhibition, % at 11.9 µM. purified T. brucei MetRS, ATP depletion, Kinase-Glo luminescence;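 active means inhibition above a per-plate cutoff of the control wells' mean inhibition plus 3 SD, cut at about 5.5% in these data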;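 further: 0% = DMSO wells median and 100% = median of wells with control inhibitor compound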
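Material: T. brucei methionyl-tRNA synthetase, purified; reagent: substrates ATP, L-methionine and bulk Escherichia coli tRNA; dosing: 11.9 µM single point; timing: 15 min plus 2 h at 25 °C; detection: luminescence of leftover ATP; evaluation: % inhibition; control set: DMSO-only wells as low control; replicates: singlicate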
MLLE-PAM2 inh – inhibitors of microRNA-mediated deadenylation, human PABP1 MLLE binding | P11940 | GST-MLLE / FITC-PAM2 fluorescence polarization | inhibition, % at 20 µM | actives 0.36% (n = 360,000); in the data active means inhibition above about 35%, passing the limit was not always enough;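 further: plate controls were DMSO wells with GST-MLLE for no effect and wells lacking GST-MLLE protein for full effect; some results filed as inactive read as strong as hits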
SUMO1 PPI mod – SUMO1-SIM interaction modulation | P63165 | inhibition, % at 20 µM | actives 0.33% (n = 360,000) | AID 602429 | SUMO1 binding to a labelled peptide, TR-FRET, 1 h; in the data active means inhibition above about 37%
Scp1 inh – blocks human Scp-1 phosphatase activity | Q9GZU7 | Recombinant Scp1, phosphopeptide, malachite green phosphate absorbance | inhibition, % at 20 µM | actives 0.88% (n = 340,000) | AID 493091;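 active means inhibition above about 50% at 20 µM, limit read from the data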;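 further: plate controls were DMSO wells with enzyme for no effect and wells lacking enzyme for full effect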
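assay system = SCP-1 phosphatase catalytic domain, residues 76-261 | buffer or medium = 50 mM Tris acetate pH 5.5, 0.005% Tween-20, 10 mM MgCl2 | incubation = enzyme reaction 45 min at room temperature, colour 5 min, stabilisation 30 min | signal = Phosphate-binding colour reagent, absorbance read at 630 nm | measure = % inhibition at 20 µM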
Rpn11 inh – Rpn11 (human) deubiquitinase inhibition; calls only at 20 µM; AID 588493; actives 0.59% (n = 360,000); human 26S proteasome, Ub4-pepOG fluorescence polarization; 20S core pre-blocked with epoxomicin;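 active means inhibition at 20 µM, scaled to each plate's controls, above about 33%, limit read from the data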
Target sequence (O00487 whole entry, looked up): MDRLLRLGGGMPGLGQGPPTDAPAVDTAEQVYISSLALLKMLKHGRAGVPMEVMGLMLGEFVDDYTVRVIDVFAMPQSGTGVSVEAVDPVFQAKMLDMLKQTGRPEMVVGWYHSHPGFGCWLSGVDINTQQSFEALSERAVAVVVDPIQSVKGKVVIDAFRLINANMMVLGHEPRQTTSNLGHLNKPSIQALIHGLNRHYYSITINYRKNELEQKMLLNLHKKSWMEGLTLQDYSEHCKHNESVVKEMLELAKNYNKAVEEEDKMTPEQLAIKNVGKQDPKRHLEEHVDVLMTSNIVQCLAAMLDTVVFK
NadD inh – inhibitors of Staphylococcus aureus NadD; purified NadD enzyme, colorimetric absorbance read-out; inhibition, % at 20 µM; actives 0.78% (n = 360,000); in the data active means inhibition above about 26%; further: some compounds past the cut are filed as inactive
Active calls of the source: *; i = inactive; · = not tested or not shown.

STEP block	DNMT1 inh	LMPTP inh	CSN inh	TbMetRS inhib	MLLE-PAM2 inh	SUMO1 PPI mod	Scp1 inh	Rpn11 inh	NadD inh	mol
-3	-2	-1.4	3	-0.1	-3	-1	0	i	-7	CC(=O)NC12CC3CC(CC(CC(=O)O)(C3)C1)C2
0	-13	3.6	1	0.2	-2	-2	-16	i	-11	CCOC(=O)Cc1c(Sc2ccccc2)c2cc(C)ccc2n1C
-2	-3	1.1	5	0.9	-17	-8	3	i	11	COc1ccc(C=Nc2cccc3c(=O)[nH][nH]c(=O)c23)c2ccccc12
1	8	-0.6	8	0.0	6	-29	-4	i	0	CCn1nc(C)cc1-c1nnc(Sc2ncc([N+](=O)[O-])s2)n1C
5	0	0.4	4	-0.1	-4	8	-1	i	5	COc1cc(OC)c(C(=O)OCC(=O)Nc2nnc(-c3ccccc3)o2)cc1OC
-1	0	-1.0	-2	-0.2	-12	6	-11	i	-2	C[C@@]12C(=O)NCC(=O)N1[C@@H]1c3cc(Br)ccc3OC[C@@H]1[C@@H]2c1ccccc1
-4	2	0.0	2	-1.1	-11	0	-4	i	-7	Cc1nnc(SCC(=O)Nc2cccc(C(F)(F)F)c2)n1Cc1ccco1
·	·	-1.2	-6	-0.7	·	-4	·	·	·	CCC(C(=O)Nc1c(C)cccc1C)n1c(-c2ccc(=O)[nH]c2)nc2ccccc21 (stereo not drawn)
-1	1	-1.8	0	-0.7	7	0	-4	i	-7	Cn1c(CNC(=O)c2ccco2)nnc1SCC(=O)Nc1cccc(F)c1
-6	4	0.7	-5	-0.7	-6	3	-2	i	8	Cc1cccnc1NC(=O)Nc1cccc(C(F)(F)F)c1
-3	0	0.1	-1	0.3	0	2	-8	i	-5	COc1ccc(N2C(=O)C3CCCN3C2c2ccccc2F)cc1 (stereo not drawn)
6	2	-0.2	-3	0.3	13	1	-5	i	-5	CCS(=O)(=O)N1CCN(c2ccccn2)CC1
-2	3	1.6	1	-0.2	8	2	-7	i	-3	Clc1nc(-c2ccccc2)ncc1Oc1ccccc1
1	1	0.0	2	-0.7	-11	0	0	i	0	c1cc2c(cc1-c1cnc3n1CCC3)OCCO2
0	6	-0.6	2	-0.4	11	-2	-2	i	4	Cc1csc(=O)n1CCC(=O)OC(C)C(=O)Nc1ccc(N2CCOCC2)cc1 (stereo not drawn)
4	-3	-1.0	-8	0.3	-1	-1	-14	i	-1	CN(C)C(=O)COC(=O)c1ccccc1OCC(=O)Nc1ccc(SC(F)F)cc1
1	-1	-1.6	5	-0.3	-6	-20	-4	i	-3	O=[N+]([O-])c1cccc(-c2c[n+]3c(n2-c2ccccc2)SCC3)c1
-2	1	1.6	1	-0.2	-10	-9	0	i	4	Cc1nc2ccccc2n2c(-c3ccccc3)c3c(=O)n(C)c(=O)n(C)c3c12
-3	0	0.3	-21	-1.0	8	2	-4	i	13	CCOC(=O)C1(CCc2ccccc2)CCN(C(=O)C2CCOCC2)CC1
-2	2	-1.2	-2	23*	1	3	-13	i	-4	CCOC(=O)Cn1ccc(O)c(Cc2ccc(Cl)cc2Cl)c1=O

Structures above printed as active in TbMetRS inhib:
STEP block	DNMT1 inh	LMPTP inh	CSN inh	TbMetRS inhib	MLLE-PAM2 inh	SUMO1 PPI mod	Scp1 inh	Rpn11 inh	NadD inh	mol
-2	2	-1.2	-2	23*	1	3	-13	i	-4	CCOC(=O)Cn1ccc(O)c(Cc2ccc(Cl)cc2Cl)c1=O

Additional structures
STEP block	DNMT1 inh	LMPTP inh	CSN inh	TbMetRS inhib	MLLE-PAM2 inh	SUMO1 PPI mod	Scp1 inh	Rpn11 inh	NadD inh	mol
-1	0	-1.0	4	-0.3	-1	-1	1	i	-5	O=C(Cc1ccc(F)cc1)N(c1ccc(F)cc1)C1C=CS(=O)(=O)C1 (stereo not drawn)
-3	0	-1.9	1	-0.8	2	-2	-1	i	-2	Cc1ccc(C)c(C(=O)c2c(C)nc3sccn23)c1
·	·	3.5	-1	-0.7	·	-8	·	·	-3	CCC(=O)N1Cc2cc(C(=O)Nc3nccs3)nc(-c3cccc(-c4ccccc4OC)c3)c2[C@@H]1CCO
-1	1	0.0	0	-0.5	-11	-28	-8	i	-6	CCOC(=O)C1CCN(C(=O)c2cc3c(=O)n4ccccc4nc3s2)CC1
-4	-4	2.7	8	-1.2	3	2	-4	i	4	N#Cc1c(N)nc2c(c1-c1cccc(O)c1)CCCCCC2
1	2	-0.3	4	-1.9	-24	-5	3	i	0	CCOC(=O)Nc1nnc(Cc2ccc(Cl)c(Cl)c2)s1
2	-5	-1.3	-2	-1.0	3	-26	-6	i	-6	Cc1ccc2nsnc2c1S(=O)(=O)N(Cc1cc2cccc(C)c2[nH]c1=O)CC1CCCO1 (stereo not drawn)
-1	1	1.4	1	-0.4	-2	-14	-10	i	0	NC(=O)c1cc2ccccc2oc1=NCc1ccccc1
3	-15	3.0	1	0.1	-8	-2	-16	i	-4	COc1ccc(S(=O)(=O)N[C@@H](C)C(=O)OCC(=O)Nc2cc3oc4ccccc4c3cc2OC)cc1
2	-3	-2.6	1	-0.8	14	-26	2	i	-9	CNC(=O)/C(C#N)=C/c1cn(CC(=O)OC)c2ccccc12
-4	-2	-1.8	3	-0.1	-11	4	-6	i	2	Cn1nnc(NC(=O)CSc2ncn[nH]2)n1
4	2	0.1	0	1.8	3	3	-5	i	-1	COc1ccc(OCc2cc(C(=O)N3CCCN(C(C)=O)CC3)no2)c(Cl)c1
2	-2	0.7	4	0.5	-5	3	-4	i	5	COc1ccc(S(=O)Cc2ccc(C(=O)N3CCN(c4cccc(C)c4C)CC3)o2)cc1 (stereo not drawn)
-1	4	-2.2	-3	-1.7	8	-4	-2	i	-5	Cc1ccc2nc(SCC(=O)NCC3CCCO3)c(C#N)cc2c1 (stereo not drawn)
-2	1	0.3	-1	-0.5	-3	0	-5	i	3	N#CCC(=O)NCCCc1ccccc1
-1	-1	0.5	0	0.3	-8	0	2	i	0	COC(=O)c1cc(OC)c(OC)cc1NC(=O)CN1CCCCC1
-3	4	-1.0	-4	0.3	1	-14	-4	i	-1	Cn1c(=O)c2c(ncn2CC(=O)N/N=C/C=C/c2ccccc2)n(C)c1=O
2	-1	1.6	0	1.6	3	7	-5	i	-1	CC1CCCC(C)N1S(=O)(=O)c1ccc(Cl)cc1 (stereo not drawn)
1	-5	0.0	7	-1.3	-1	2	-4	i	1	COc1ccc(Cl)cc1NC(=O)CSc1nncn1-c1cccnc1
-1	-4	0.0	5	-0.8	5	-1	·	i	-5	CCCCN(C(=O)c1ccccc1Cl)C(CC(C)C)c1nc2ccccc2[nH]1 (stereo not drawn)
5	7	-1.6	-2	-0.2	-10	-2	8	i	-1	O=C(O)c1cccc(NC(=O)C2C3C=CC(C3)C2C(=O)OCC(F)(F)C(F)F)c1 (stereo not drawn)
0	-1	-0.2	-2	-1.6	-9	-3	-4	i	7	Cc1nnc(N2CCc3ccccc3C2)[nH]c1=O
3	-2	-1.3	-8	0.2	1	-14	-10	i	-1	O=C(NCCc1ccccc1)c1cccc([N+](=O)[O-])c1
·	·	0.6	-1	0.2	·	2	·	·	6	Cc1ccc(S(=O)(=O)N2C[C@@]3(O)Cn4c(=O)ccc(=O)n4C[C@@]3(OC(=O)NCC3CCCCC3)C2)cc1
-2	-3	-1.3	8	-1.3	-9	0	-14	i	7	O=C(c1ccco1)N1CCN(S(=O)(=O)c2cccc(C(F)(F)F)c2)CC1
1	2	0.5	4	-0.3	17	1	-4	i	0	CCOC(=O)C(=O)Nc1ccccc1C(=O)Nc1ccc(OC)cc1
2	1	-0.5	7	-0.7	-15	7	3	i	4	CCc1ccc(OCCSc2nc3ccccc3n2CC(=O)O)cc1
4	-4	1.8	3	-0.1	-6	6	·	i	-4	O=C(Nc1ccc(N2CCOCC2)cc1)c1cccc2c(-c3ccc(F)c(F)c3)coc12
0	-5	0.8	80*	-0.1	6	-2	-4	i	-1	O=C(Nc1ccc(OCC(=O)N2CCOCC2)cc1)c1cncc(Br)c1
-6	11	-2.7	-2	-1.1	6	0	28	i	-1	COC(=O)c1cn(Cc2cccc(C)c2)nn1
-1	0	0.3	0	0.7	28	-8	1	i	1	O=C(CSc1nnc2c(n1)[nH]c1ccccc12)N1CCCCC1

Among those listed so far, 7 contain a Cl atom:
STEP block	DNMT1 inh	LMPTP inh	CSN inh	TbMetRS inhib	MLLE-PAM2 inh	SUMO1 PPI mod	Scp1 inh	Rpn11 inh	NadD inh	mol
-2	3	1.6	1	-0.2	8	2	-7	i	-3	Clc1nc(-c2ccccc2)ncc1Oc1ccccc1
-2	2	-1.2	-2	23*	1	3	-13	i	-4	CCOC(=O)Cn1ccc(O)c(Cc2ccc(Cl)cc2Cl)c1=O
1	2	-0.3	4	-1.9	-24	-5	3	i	0	CCOC(=O)Nc1nnc(Cc2ccc(Cl)c(Cl)c2)s1
4	2	0.1	0	1.8	3	3	-5	i	-1	COc1ccc(OCc2cc(C(=O)N3CCCN(C(C)=O)CC3)no2)c(Cl)c1
2	-1	1.6	0	1.6	3	7	-5	i	-1	CC1CCCC(C)N1S(=O)(=O)c1ccc(Cl)cc1 (stereo not drawn)
1	-5	0.0	7	-1.3	-1	2	-4	i	1	COc1ccc(Cl)cc1NC(=O)CSc1nncn1-c1cccnc1
-1	-4	0.0	5	-0.8	5	-1	·	i	-5	CCCCN(C(=O)c1ccccc1Cl)C(CC(C)C)c1nc2ccccc2[nH]1 (stereo not drawn)

Compound activity: PubChem, several laboratories
